From PubChem BioAssay
E-sel inducer = E-selectin induction in HUVECs, primary screen, imaging, HUVEC, immunofluorescence imaging, single point | P16581 | normalized: neutral wells 0, TNF-alpha wells 100 | activation, % at 7.58 µM | 0.37% of 260,000 active;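 active = mean E-selectin-positive cell signal at least 10% of the positive control, reached in at least 60% of replicates, without over 20% cell loss; inconclusive = no rule given, readout overlaps actives, possibly toxicity-flagged; inactive = the rest, including those meeting only one limit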;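 also: in these data hits start at about 27%; measured in HUVEC primary endothelial cells; signal is the percent of cells scored E-selectin positive by PE staining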
Target sequence (P16581 whole entry, looked up): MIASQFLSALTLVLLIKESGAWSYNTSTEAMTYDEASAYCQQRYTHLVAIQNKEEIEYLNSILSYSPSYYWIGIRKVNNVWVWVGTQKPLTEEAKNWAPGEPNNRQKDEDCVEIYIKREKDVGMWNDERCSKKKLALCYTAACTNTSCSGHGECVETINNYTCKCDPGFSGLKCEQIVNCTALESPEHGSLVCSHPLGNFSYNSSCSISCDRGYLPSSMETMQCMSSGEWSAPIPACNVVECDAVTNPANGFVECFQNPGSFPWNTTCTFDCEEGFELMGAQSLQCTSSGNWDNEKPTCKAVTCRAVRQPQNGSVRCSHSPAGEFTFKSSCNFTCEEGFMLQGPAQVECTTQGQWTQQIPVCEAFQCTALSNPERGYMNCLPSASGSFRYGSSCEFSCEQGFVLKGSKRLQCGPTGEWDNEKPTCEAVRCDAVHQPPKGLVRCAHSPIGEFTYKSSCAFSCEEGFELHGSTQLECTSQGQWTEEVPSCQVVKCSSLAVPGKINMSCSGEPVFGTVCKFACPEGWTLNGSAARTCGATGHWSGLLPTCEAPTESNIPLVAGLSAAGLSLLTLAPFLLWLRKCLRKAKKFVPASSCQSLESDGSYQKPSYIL
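System: HUVEC, human umbilical vein endothelial cells; quantity: 3,000 cells/well; buffer or medium: EGM-2 medium, gelatin-coated wells; dosing: single-point compound dose; detection: immunofluorescence imaging; evaluation: % PE-positive cells; benchmarks: TNF-alpha, DMSO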
RAD52 anneal inh = RAD52 DNA annealing inhibitors, primary screen, biochemical, FRET, single point, set 2; DNA repair protein RAD52 homolog (Homo sapiens), P43351; inhibition, % at 18.7 µM; 0.46% of 360,000 active; recombinant RAD52 DNA annealing, FRET fluorescence;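 active = every replicate showing at least 50% inhibition; inconclusive = mean inhibition at least 50% but not in every replicate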
Target sequence (P43351 whole entry, looked up): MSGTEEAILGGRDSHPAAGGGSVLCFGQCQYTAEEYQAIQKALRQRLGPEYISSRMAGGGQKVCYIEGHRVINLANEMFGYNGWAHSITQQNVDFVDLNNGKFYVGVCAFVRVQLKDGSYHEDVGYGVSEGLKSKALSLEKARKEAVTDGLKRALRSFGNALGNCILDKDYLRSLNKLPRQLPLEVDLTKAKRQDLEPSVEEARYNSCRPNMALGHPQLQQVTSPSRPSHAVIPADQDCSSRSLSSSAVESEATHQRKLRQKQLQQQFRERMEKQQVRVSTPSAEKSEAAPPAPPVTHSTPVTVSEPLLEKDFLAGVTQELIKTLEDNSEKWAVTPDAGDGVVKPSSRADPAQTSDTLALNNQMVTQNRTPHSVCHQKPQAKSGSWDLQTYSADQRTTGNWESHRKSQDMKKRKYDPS
Starred values were filed as active, the others as inactive; ? = inconclusive. Not all compounds are listed (hit frequency here may not be typical).

SMILES	E-sel inducer	RAD52 anneal inh
NC(=O)c1nsc(C(=O)N(c2ccccc2)C(C(=O)NCC2CCCO2)c2cccs2)c1N (stereo not drawn)	-1.3	24
C=CCn1c(O)c(/C=C2\C=NN=C2c2ccccc2)sc1=S	0.9	-20
Cc1ccc(-c2c[n+](=O)c3c(n2[O-])CCC3)cc1	2.2	-16
Nc1[nH]c(C(=O)c2ccccc2)c(-c2cccnc2)c1C(=O)NC1CCCCC1	-0.1	-23
O=C(Cc1ccccc1)N1CCN(S(=O)(=O)c2cccc([N+](=O)[O-])c2)CC1	-1.3	-12
COc1ccccc1-c1c(NC(=O)c2ccco2)n(C)c2ccccc2c1=O	1.2	-4
C/C(=N\Nc1cccc2cccnc12)c1ccccn1	3.5	10
COc1ccc2c3c(n(C)c2c1)[C@@H](CO)N(C(=O)c1cnccn1)CC31CCN(C(=O)c2cnccn2)CC1	0.3	5
CCOC(=O)N1CCN(C(=O)C[C@@H]2C[C@@]3(C(=O)OC)CC(C)(C)CC=C3N(Cc3cccc4ccccc34)C2=O)CC1	1.4	10
Cc1cc(N2CCN(C(C(=O)NC3CCCC3)C(C)(C)C)CC2)c2ccccc2n1 (stereo not drawn)	3.8	1
CC(=O)N1c2ccccc2N=C(c2ccc(C(F)(F)F)cc2)C1C(=O)NC1CCCC1 (stereo not drawn)	?	-16
COC(=O)[C@@]1(Cc2ccc(F)cc2)[C@H]2c3cc(C(=O)N(C)C)n(CCc4c[nH]c5ccc(O)cc45)c3C[C@H]2CN1C(=O)c1ccccc1	0.2	-11
COc1ccc(C(=O)C(OP(=O)(OC)OC)c2ccccc2OC)cc1 (stereo not drawn)	0.0	-24
Cc1cccc(Nc2nnc(SCC(=O)NCc3cccs3)s2)c1	-0.7	-9
Cc1ccc2c(-c3ccc([N+](=O)[O-])cc3)cc(=O)[nH]c2c1	-0.3	-8
C[C@H](c1ccccc1)N1C[C@@H](COCc2ccccc2)Oc2cc(N3CC[C@@H](O)C3)ccc2S1(=O)=O	0.1	-4
CCCCn1nnnc1C1(C)CCC(=O)N1Cc1ccc(OC)cc1 (stereo not drawn)	5.3	-8
O=C(COC(=O)CCc1ccccc1)Nc1ccccc1OC(F)F	-0.2	-13
Cc1ccc2nc(-c3ccc(F)cc3)c(CC3CCCCC3)n2c1	0.0	-116
O=S1(=O)c2ccc(Br)cc2OC2CCCC[C@@H]2N1Cc1ccccc1 (stereo partly drawn)	-0.7	-17
Cc1cc(NC(=O)Cn2ccc([N+](=O)[O-])n2)no1	-0.4	-17
O=C(c1cccs1)N1CCN(S(=O)(=O)c2cccs2)CC1	0.1	-11
Cc1ccc(C(=O)N/N=C/c2ccc(-c3cccc(Cl)c3)o2)cn1	1.0	-38
COC(=O)c1ccc(S(=O)(=O)NCc2ccc(S(N)(=O)=O)cc2)n1C	0.0	-10
CCCCCCCCN1C(=O)[C@H](CC(=O)N2CCC(c3ccccc3)CC2)C[C@@]2(C(=O)OC)CCCCC=C12	-0.2	-4

Record cards (already shown). Order of screens: E-sel inducer | RAD52 anneal inh
Profile of COc1ccc2c3c(n(C)c2c1)[C@@H](CO)N(C(=O)c1cnccn1)CC31CCN(C(=O)c2cnccn2)CC1 → 0.3 | 5
Profile of O=C(c1cccs1)N1CCN(S(=O)(=O)c2cccs2)CC1 → 0.1 | -11

Returning to the listing with the 2 entries that preceded the break.
SMILES	E-sel inducer	RAD52 anneal inh
COC(=O)c1ccc(S(=O)(=O)NCc2ccc(S(N)(=O)=O)cc2)n1C	0.0	-10
CCCCCCCCN1C(=O)[C@H](CC(=O)N2CCC(c3ccccc3)CC2)C[C@@]2(C(=O)OC)CCCCC=C12	-0.2	-4
CC(=O)c1cccc(OCC(=O)N(C)CC(=O)Nc2ccc(F)cc2)c1	0.4	-24
Cc1c(Cc2ccccc2)sc(NC(=O)C(C)(C)C)c1C(N)=O	0.1	-30
O=C(OCCO)c1c(-c2ccccc2)oc2c1C(OCCO)CCC2 (stereo not drawn)	-0.1	-15
CCC(=O)N1Cc2cc(C(=O)NCc3cccc(F)c3)nc(-c3cccc(C4=CCCC4)c3)c2[C@H]1CCO	3.2	-19
CC(=O)N1Cc2cc(C(=O)NCc3cccc(F)c3)nc(-c3cccc(C4=CCCCC4)c3)c2[C@H]1CCO	-6.0	0
COC(=O)C1=CN(c2c(C)cc(C)cc2C)C(N)=C(C#N)C1c1cccc(F)c1 (stereo not drawn)	-0.1	-38
COc1cccc(C(=O)N2CCC[C@H]2C(=O)N2CCC[C@H]2C(=O)NCc2ccc(F)cc2F)c1	0.9	-3
Cc1cccc(C)c1N1CCN(C(c2ccnc3ccccc23)c2nnnn2-c2ccc3c(c2)OCCO3)CC1 (stereo not drawn)	-0.1	-21
COC(=O)[C@]12CCCCC=C1N(CCc1ccc(OC)c(OC)c1)C(=O)[C@H](CC(=O)NCc1ccccc1)C2	-0.3	-34
C/C=C/c1cccc(-c2nc(C(=O)N3CCOCC3)cc3c2[C@H](CCO)N(C(=O)NC(C)C)C3)c1	3.9	-11
CC1(C(=O)Nc2ccc3c(c2)OCCO3)CSCC(=O)N1C1CC1 (stereo not drawn)	0.3	-6
COC(=O)C[C@@H]1OC[C@H](CO)N1S(=O)(=O)c1ccc(C)cc1	9.1	-12
Cc1cc2c(cc1C)-n1nnnc1C(N(C)Cc1ccccc1)C(=O)N2 (stereo not drawn)	2.9	-16
Cc1cc(C)c(OCCOCCN2CCCC2)c(C)c1	0.0	-19
CCOC(=O)[C@]12CCCC=C1N(Cc1cccc3ccccc13)C(=O)[C@H](CC(=O)N1CCC(c3ccccc3)CC1)C2	0.1	2
CC1Cc2[nH]c(=S)[nH]c(=O)c2C(C(C)C)O1 (stereo not drawn)	-0.2	0
COc1cccc(CNC(=O)[C@@H]2CCCN2C(=O)[C@H]2CCCCN2C(=O)c2ccccc2)c1	4.5	-16
O=c1c(C(c2ccc(Cl)cc2)c2c(O)nc3n(c2=O)CCCS3)c(O)nc2n1CCCS2	5.3	-26
O=C(Nc1nc2cc3c(cc2s1)OCCO3)c1ccc(N2C(=O)CCC2=O)cc1	0.0	-13
CCOC(=O)N1CCN(C(C(=O)NC2CCCC2)c2cccc(OC)c2OC)CC1 (stereo not drawn)	-0.2	-2
Cc1ccc(S(=O)(=O)N2CC3=C(C2)C2CC2(C)C3)cc1 (stereo not drawn)	0.3	-19
Nc1[nH]c(C(=O)c2ccccc2)c(-c2ccc(C(F)(F)F)cc2)c1C(=O)NCc1ccc(Cl)cc1Cl	-0.1	-21
COc1ccc(-c2oc3c(c2-c2cnc(OC)nc2)C(O)CC3)cc1 (stereo not drawn)	0.3	-11
COc1ccccc1OCCCCCCN1CCOCC1	1.8	-13
CC1(CCl)N([O-])C2=C(CCCC2)[N+]1=O (stereo not drawn)	0.1	-10

Of the compounds above, 5 contain an NH in an aromatic ring.
SMILES	E-sel inducer	RAD52 anneal inh
Nc1[nH]c(C(=O)c2ccccc2)c(-c2cccnc2)c1C(=O)NC1CCCCC1	-0.1	-23
COC(=O)[C@@]1(Cc2ccc(F)cc2)[C@H]2c3cc(C(=O)N(C)C)n(CCc4c[nH]c5ccc(O)cc45)c3C[C@H]2CN1C(=O)c1ccccc1	0.2	-11
Cc1ccc2c(-c3ccc([N+](=O)[O-])cc3)cc(=O)[nH]c2c1	-0.3	-8
CC1Cc2[nH]c(=S)[nH]c(=O)c2C(C(C)C)O1 (stereo not drawn)	-0.2	0
Nc1[nH]c(C(=O)c2ccccc2)c(-c2ccc(C(F)(F)F)cc2)c1C(=O)NCc1ccc(Cl)cc1Cl	-0.1	-21

The list continues.
SMILES	E-sel inducer	RAD52 anneal inh
CCc1csc(N2[C@@H](C#N)[C@@H](c3ccccc3C3=CCCC3)[C@@H]2CO)n1	0.0	-7
COC(=O)C[C@@H]1C=C[C@@H](NC(=O)c2ccccc2F)[C@@H](CO)O1	-0.2	-4
COCCN(C(=S)Nc1cccc(C)c1C)C(C)c1ccco1 (stereo not drawn)	0.0	-25
O=C(Nc1ccc2c(c1)OCCO2)C1c2ccccc2OCC(=O)N1Cc1ccccn1 (stereo not drawn)	0.4	-57
Cc1nn(-c2ccccc2)c(C)c1/C=N/NC(=O)c1cnccn1	4.2	-21
Cc1cc(Br)cn2c(Cc3cccc(Cl)c3)c(C3CCCCC3)nc12	1.5	-489
O=c1ccc(-c2nc3ccccc3n2C(CCc2ccccc2)c2nc3ccccc3[nH]2)c[nH]1 (stereo not drawn)	0.0	-14
CCCCCNC(=O)C(c1cccc2ccccc12)n1c(=O)c(-c2cc3ccccc3[nH]2)nc2ccccc21 (stereo not drawn)	10	-16
Cn1nc(C(=O)OCC(=O)Nc2cccc(S(=O)(=O)N3CCCC3)c2)c2ccccc2c1=O	0.0	-15
COC(=O)[C@]12CCCCC=C1N(Cc1ccccc1)C(=O)[C@H](CC(=O)NCc1ccc(C)o1)C2	-0.3	-43
CCCCCc1nc2c(c(=O)c3ccccc3n2C)c(=O)n1Cc1ccc(OC)cc1	-0.1	-6
CN1CCN(c2nc3ccccc3nc2C(C#N)S(=O)(=O)c2ccccc2)CC1 (stereo not drawn)	0.5	-13
CCOC(=O)c1ccc(N2C(=O)CC(Nc3ccc(O)cc3)C2=O)cc1 (stereo not drawn)	-0.3	-13
CC1CCN(Cc2c(C(=O)O)nnn2-c2nonc2N)CC1	0.2	-3
COc1cc(/C=C/C(=O)OCC(=O)N2CC(=O)Nc3ccccc32)ccc1O	0.2	-5
Nc1ccc(C(=O)OCC(=O)NC2CC2)cc1[N+](=O)[O-]	0.1	-4
CC(C)CN1CCC(CNC(=O)CCc2nnc(Cc3c[nH]c4ccccc34)o2)CC1	-2.7	4
CC1CCCCC1NC(=O)C1CCC(CNc2c(N3CCCCC3)c(=O)c2=O)CC1 (stereo not drawn)	-0.1	-1
COc1ccc(CN2C(=O)CN(S(C)(=O)=O)CC2(C)C(=O)NCc2ccccc2)cc1OC (stereo not drawn)	-0.7	-12
C[C@@H]1CN([C@@H](C)CO)C(=O)c2ccccc2-c2ccccc2CO[C@@H]1CN(C)Cc1ccc(Cl)c(Cl)c1	-7.2	-11
Cc1ccc(SC[C@H](C)CN2CCC(NC(=O)OCc3ccccc3)CCC2=O)cc1 (stereo partly drawn)	-5.2	-12
CC(C)=CCC[C@H](C)C[C@@H]1Cc2[nH][nH]c(=O)c2[C@H](c2ccc(F)cc2)O1	0.3	-6
CCN(CC)CCOC(=O)c1cccc2c1-c1ccccc1C2O (stereo not drawn)	-0.1	29
O=C(CSc1nc2ncc(Cl)cc2[nH]1)NCC(=O)Nc1ccc(F)c(F)c1F	9.4	-21
O=C(Cn1cc([N+](=O)[O-])cn1)N1CCc2ccccc2C1	0.0	-5

Other entries:
SMILES	E-sel inducer	RAD52 anneal inh
O=C(O)c1cc(N/N=C/c2cccnc2)ccc1Cl	3.2	-11
COc1ccc(C(=O)CCc2ccc(OC)c(OC)c2)cc1	0.2	8
Cn1cc([C@]2(O)C(=O)N(c3ccccc3)c3ccccc32)c2ccccc21	6.8	-2
COc1ccc(C(=O)Cn2c(C)nc([N+](=O)[O-])c2Br)cc1	7.3	-7
Cc1[nH]c2ccccc2c1C(=O)CSC(=S)N1CCOCC1	3.8	-8
O=C([C@H]1O[C@@H](n2ccc(=O)[nH]c2=O)[C@H](O)[C@@H]1O)N1CCN(Cc2ccccn2)CC1	2.1	-4
CCOC(=O)[C@]12CCC=C1N(Cc1ccccc1)C(=O)[C@H](CC(=O)NCCc1ccccc1OC)C2	0.0	-26
O=[N+]([O-])c1ccc(CN2[C@H](COCc3ccccc3)C=CS2(=O)=O)cc1	-0.4	-7
CCCCOCCCNC(=O)C[C@@H]1C[C@@]2(C(=O)OCC)CCCC=C2N(Cc2ccc3c(c2)OCO3)C1=O	0.0	-6
CCCCNC(=O)c1nc(C2CCN(S(=O)(=O)c3c(OC)cccc3OC)CC2)oc1-c1ccccc1	0.0	-4
COc1cc(/C=C/C(=O)O)cc(S(=O)(=O)Nc2ccccc2Oc2ccccc2)c1OC	0.2	0
Cc1cc2nc(C3CCCCC3)c(Cc3cccc(Cl)c3)n2c(C)c1Br	-0.3	-25
COC(=O)[C@@]1(Sc2ccc(C)cc2)CC(=O)N(C(=O)C2CC2)[C@@H]1c1ccccc1	6.1	-17
COc1cccc(C(=O)N2CCC[C@H]2C(=O)N2CCC[C@H]2C(=O)N[C@H](C)c2ccccc2)c1	0.0	-8
CCCCNC(=O)c1nc(C2CCNCC2)oc1-c1cccc(C(F)(F)F)c1	11	-15
CC(C)CN1C(=O)c2ccccc2C1c1nnnn1-c1ccc2c(c1)OCCO2 (stereo not drawn)	?	-21
O=C(C(O)c1ccccc1)N1CCN(S(=O)(=O)c2ccc(C(F)(F)F)cc2)CC1 (stereo not drawn)	-3.1	-4
Cc1ccc(S(=O)(=O)N2[C@H](CC(=O)c3cccc4ccccc34)OC[C@@H]2C)cc1	9.9	6
Cc1ccc(S(=O)(=O)Nc2ccccc2O)cc1	5.4	-6
COc1ccc([C@H]2C[C@H](O)C[C@@H](CCn3cc(-c4ccccc4)nn3)O2)cc1	0.1	-2
O=C(Nc1ccc(Br)cc1)C1OCCc2ccccc21 (stereo not drawn)	7.2	-9
Cc1onc(-c2ccccc2)c1C(=O)N(Cc1ccccn1)Cc1ccccn1	3.9	4
CCCCC/C=N/NC(=O)c1[nH]c2ccc([N+](=O)[O-])cc2c1C	8.9	-25
COC(=O)C[C@H]1CC[C@@H](NC(=O)Nc2cccc(OC)c2)[C@@H](CO)O1	5.3	-13
CCCCCCn1cc(CN2CC(N3CCN(CCN(C)C)CC3)CS2(=O)=O)nn1 (stereo not drawn)	-0.2	-14
